Screening results from PubChem.
LGR2 inh – inhibitors of bursicon-induced LGR2 CRE-luciferase signal, primary screen, cell-based, HEK293, CRE-luciferase reporter, bursicon stimulation. Drosophila bursicon receptor LGR2 (rickets). bursicon-stimulated, 4 h. inhibition, % at 9.99 µM. 0.35% of 380,000 active. AID 720647, 2013;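 active = drop in luminescence signal, shown as inhibition above about 50% in the replicate tests, limit read from the data, passing the limit was not always enough; inconclusive = probably only some replicates passing the limit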;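 note: agonist challenge used bursicon conditioned medium at about half maximal strength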
CASP6 VEID inh – human caspase-6 inhibitors, primary screen, biochemical, VEID-R110 fluorescence, single point, set 2 | P55212 | purified caspase-6, Z-VEID-R110 cleavage fluorescence | inhibition, % at 12.5 µM | 0.53% of 350,000 active | AID 686996, 2013;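 active = mean inhibition across replicates at least about 35%, with every replicate also reaching that limit, limit read from the data; inconclusive = only one of the two criteria met; inactive = neither criterion met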;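 note: 0% = median of neutral control wells and 100% = no fluorescence left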
Target sequence (P55212 24-179 limits assumed): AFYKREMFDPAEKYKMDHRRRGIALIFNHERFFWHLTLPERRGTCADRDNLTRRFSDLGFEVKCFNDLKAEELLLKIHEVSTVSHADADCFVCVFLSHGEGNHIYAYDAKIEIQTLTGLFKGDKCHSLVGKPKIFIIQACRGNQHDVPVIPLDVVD
Target sequence (P55212 194-293 limits assumed): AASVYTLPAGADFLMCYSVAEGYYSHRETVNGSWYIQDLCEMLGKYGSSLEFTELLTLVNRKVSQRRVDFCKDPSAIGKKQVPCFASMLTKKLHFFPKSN
EWS-Fli inh – EWS/Fli-driven NR0B1 reporter inhibitors, primary screen, A673 cells, NR0B1 luciferase, luminescence, MLPCN library; viability-normalised; 0.67% of 350,000 active; AID 651661, 2012; inhibition, % at 12.6 µM;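 active = mean inhibition of at least 50% after viability correction, with every replicate also passing that limit; inconclusive = mean reaches 50% but only one of two replicates passes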;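 note: firefly luciferase signal divided by Alamar Blue viability fluorescence both relative to DMSO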
SIRT5 inh – SIRT5 desuccinylase inhibitors, primary screen, biochemical, fluorescence imaging, single point, set 5 | NAD-dependent protein deacylase sirtuin-5, mitochondrial (Homo sapiens), Q9NXA8 | Purified SirT5, succinyl-peptide AMC, trypsin-coupled fluorescence | inhibition, % at 15 µM | 1.1% of 330,000 active; in the data active = inhibition above about 15%; inconclusive = no clear call, values can overlap the other calls
Target sequence (Q9NXA8 whole entry, looked up): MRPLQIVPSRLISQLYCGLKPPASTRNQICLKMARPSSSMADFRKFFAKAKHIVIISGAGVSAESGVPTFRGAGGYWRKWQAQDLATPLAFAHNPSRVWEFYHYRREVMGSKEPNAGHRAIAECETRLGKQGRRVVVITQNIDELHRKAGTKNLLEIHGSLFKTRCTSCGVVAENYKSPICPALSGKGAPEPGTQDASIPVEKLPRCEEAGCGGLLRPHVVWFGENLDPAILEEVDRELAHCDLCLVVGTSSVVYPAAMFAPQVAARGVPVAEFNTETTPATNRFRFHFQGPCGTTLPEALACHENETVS
DENV2 CPE – inhibitors of DENV2 cytopathic effect, primary screen, cell-based, plate reader, single concentration; DENV2-infected cells, cytopathic effect rescue; CPE inhibition, % at 9.99 µM; 1.7% of 350,000 active; AID 651640, 2012; in the data active = CPE inhibition above about 20%, passing the limit was not always enough; inconclusive = no clear call, values can overlap the other calls; tested in BHK-21 cells;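 note: 0% = median of neutral control wells and 100% = median of positive control wells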
PAX8 reporter – inhibitors of PAX8-driven TPO luciferase reporter, primary screen, RMG-I cells, single concentration; SteadyGlo, 24 h; inhibition, % at 12.6 µM; 1.2% of 360,000 active;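 active = mean replicate inhibition at least 60% with every replicate also reaching 60%; inconclusive = only one of the two criteria is met; inactive = mean below 60% and not all replicates reaching 60%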;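 note: luciferase light reporting Pax8 driven TPO promoter activity; plate controls were median of neutral control wells for no effect and mitoxantrone controls for full effect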
ARNT TACC3 PPI – disruptors of ARNT/TACC3 protein interaction, primary screen, biochemical, AlphaScreen, single concentration; Transforming acidic coiled-coil-containing protein 3 (Homo sapiens), Q9Y6A5; AlphaScreen His-ARNT PAS-B/GST-TACC3 binding, luminescence; TACC3 fragment carries E629A point mutation; inhibition, % at 9.99 µM; 0.66% of 390,000 active; AID 623870, 2012;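 active = mean inhibition of replicates at least 50% and at least half of replicates each reaching 50%; inconclusive = half or more replicates reach 50% but mean below 50%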;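 note: 0% = complete ARNT plus TACC3 wells and 100% = ARNT alone without TACC3; many hits fall short of the cut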
* marks the source's active call; other numbers are inactive results; u = inconclusive; x = not tested or not shown.

SMILES | LGR2 inh | CASP6 VEID inh | EWS-Fli inh | SIRT5 inh | DENV2 CPE | PAX8 reporter | ARNT TACC3 PPI
O=S(=O)(NCC(c1cccnc1)N1CCN(c2ccc(F)cc2)CC1)c1ccccc1 (stereo not given) | 20 | 5 | 12 | -5 | 0 | x | 2
CCN(CC)S(=O)(=O)c1cc(NC(=O)CCNC(=O)c2ccccc2Cl)ccc1C | 1 | x | x | x | x | 11 | 1
C/C(=N\NC(=O)c1ccoc1C)c1ccc(Cl)s1 | -36 | -2 | x | 0 | 4 | -83 | -3
C[C@H]1CN([C@@H](C)CO)C(=O)Cc2cc(NC(=O)CCCCCC(=O)Nc3ccccc3N)ccc2O[C@@H]1CN(C)Cc1ccc(C(F)(F)F)cc1 | -21 | 1 | 22 | x | -5 | -4 | -15
CC(C)CC(c1nnnn1C1CCCCC1)N1CCN(C(=O)c2ccco2)CC1 (stereo not given) | 19 | x | 5 | -3 | 0 | -8 | 8
COc1cccc(C(=O)NC2CCCc3ccccc32)c1OC (stereo not given) | 10 | 2 | 10 | -3 | -2 | 3 | 5
Cc1ccc(S(=O)(=O)N2CCOC23CCN(C(=O)C(=O)NCc2ccccc2)CC3)cc1 | -10 | 0 | -1 | -3 | -3 | -40 | 0
COc1cc(OC)cc(C(=O)NCC(=O)OCC(=O)N2c3ccccc3NC(=O)C2(C)C)c1 | -14 | 13 | 5 | 1 | -3 | -2 | -5
CC(=O)N1CCc2c(sc(NC(=O)C3CCCN3S(=O)(=O)c3cccs3)c2C#N)C1 (stereo not given) | -7 | 5 | -12 | 0 | -2 | -26 | 4
C[C@@H]1CCCCO[C@H](CN(C)C(=O)c2ccccc2)[C@@H](C)CN([C@@H](C)CO)C(=O)c2cc(NS(C)(=O)=O)ccc2O1 | 4 | x | -4 | x | x | -7 | x
Cc1noc(C)c1COc1ccc(C(=O)NCC(c2c(F)cccc2Cl)N(C)C)cc1 (stereo not given) | 10 | -15 | 4 | 1 | -1 | -6 | 2
Cc1cc2nc(-c3ccco3)c(CC(C)(C)C)n2c(C)c1Br | 15 | 10 | 14 | 0 | -6 | 11 | x
O=c1oc2ccc(Cl)cc2cc1-c1nnc(Nc2cccc(C(F)(F)F)c2)s1 | -8 | 1 | -14 | 0 | 5 | -6 | -2
Cc1ccc(C)c(NC(=O)CN(C)C(=O)CSC(C)C(=O)Nc2cc(C)on2)c1 (stereo not given) | 6 | 1 | x | -6 | -1 | -5 | -12
C/C(=N\NC(=O)COc1ccc(C)cc1C(C)C)c1cc2ccccc2o1 | -4 | -2 | -23 | -5 | -2 | -15 | -2
CCNC(=S)N1CCN(CCN2C(=O)c3cccc4cccc(c34)C2=O)CC1 | 10 | 2 | -13 | -3 | 2 | 7 | 5
CC(C)N(C(=O)C[n+]1ccc(/C=N/O)cc1)C(C)C | 11 | -3 | -1 | 5 | -6 | -48 | x
O=C(C[C@H]1CC[C@H]2[C@@H](COC[C@@H](O)CN2CCc2ccccc2)O1)NCCCN1CCOCC1 | -24 | -8 | -1 | 3 | 5 | -10 | -2
NC(=NCCc1ccccc1)NS(=O)(=O)c1ccccc1 | -1 | x | x | x | x | 7 | -1
CCCN(C)C1CN(Cc2cn(CCCOC)nn2)S(=O)(=O)C1 (stereo not given) | -4 | 1 | -5 | 0 | -1 | -11 | x
C[C@H](CO)N1C[C@H](C)[C@H](CN(C)Cc2ccc(Cl)c(Cl)c2)Oc2c(NC(=O)C3CC3)cccc2C1=O | -26 | -2 | -8 | 10 | u | x | -10
CCOc1ccc(N2CC(C(=O)Nc3cc(Cl)ccc3-n3cncn3)CC2=O)cc1 (stereo not given) | 5 | 8 | 2 | -1 | 4 | -6 | -4
Fc1ccc(CSc2ccc(-c3cccs3)nn2)cc1 | -38 | -1 | -78 | -3 | u | -182 | x
COCC(=O)Nc1ccc2c(c1)C(=O)N(C)[C@H]1CC[C@@H](CC(=O)NCC(F)(F)F)O[C@@H]1CO2 | -9 | 0 | -2 | -2 | 15 | 15 | 1
O=C(O)CCC(=O)Nc1cccc(-c2csc(-c3ccccc3)n2)c1 | -45 | -1 | 39 | -7 | -2 | -1 | 4
COc1cccc(CN(C)S(=O)(=O)c2ccccc2Br)c1 | -9 | 1 | -16 | -1 | 2 | -1 | -8
OC(CN(Cc1ccccc1)Cc1ccccc1)c1ccccc1 (stereo not given) | -30 | -1 | 1 | x | u | 6 | -41
COc1ccccc1C(=O)COC(=O)c1ccc(-n2cnnn2)cc1 | -5 | -4 | -4 | -3 | -11 | -25 | -2
O=S(=O)(c1cccc(F)c1)N1CC[C@@H]2[C@@H](CO)Nc3ccc(-c4cccc(F)c4)cc3[C@@H]21 | 19 | x | 47 | x | -17 | 27 | 3
COc1ccc(CCNC(=O)c2ccc(NC(=O)CC3SC(N4CCCC4)=NC3=O)cc2)cc1 (stereo not given) | -11 | -4 | 7 | -5 | -1 | -9 | 2
COc1ccccc1NS(=O)(=O)c1cccc(C(=O)NCC2(N(C)C)CCCCC2)c1 | 4 | -100 | 1 | -2 | 4 | -18 | 0
CO[C@@H]1CN(C)C(=O)c2cc(NC(=O)CC(F)(F)F)ccc2OC[C@@H](C)N(S(=O)(=O)c2cn(C)cn2)C[C@H]1C | -2 | 0 | -1 | x | -9 | -1 | 2
O=C(COC(=O)c1cc(Br)ccc1O)c1ccc(F)cc1 | -49 | -2 | 6 | -4 | -1 | 6 | -15
COC(=O)C[C@@H]1CC[C@@H]2[C@@H](COc3ccc(NS(=O)(=O)c4cccc(F)c4)cc3C(=O)N2C)O1 | 10 | 1 | 10 | -21 | -6 | -3 | -12
CN(C)c1cccc2cccc(N(C)C)c12 | -6 | 22 | -11 | -5 | -3 | 11 | 5
Cc1cccc(C)c1NC(=O)CN(Cc1ccccc1)Cc1ccccc1 | 5 | -4 | 20 | 34* | 2 | -6 | x
COc1ccc(-n2cc(-c3ccccc3)c3c(N4CC(C)OC(C)C4)ncnc32)cc1 (stereo not given) | 5 | -2 | 4 | -2 | 1 | 28 | -3
CCn1cc(C(=O)N[C@H](C(=O)NCCCn2ccnc2)C(C)C)c(=O)c2cc3c(cc21)OCO3 | 1 | -23 | x | -1 | 3 | 4 | 9
O=C(Cn1nc2n(c1=O)-c1ccccc1SC2)N/N=C/c1cccnc1 | x | -1 | 11 | -12 | 4 | 11 | 1
CN(C)c1cccc(CNC(=O)c2csc([C@@H]3C[C@H](O)[C@@H](CO)O3)n2)c1 | -7 | 0 | -1 | -5 | 6 | 1 | x
CC(=O)N1N=C(c2cccc([N+](=O)[O-])c2)OC1c1ccc(Br)cc1 (stereo not given) | -3 | 2 | -16 | -7 | -6 | 12 | 7
Cc1ccc(S(=O)(=O)N(C)c2ccc(C(=O)N(C)Cc3nc4ccccc4c(=O)[nH]3)cc2)cc1 | -1 | 5 | 3 | 0 | 4 | 11 | -16
O=C(Cn1cnc2c(NCc3ccccc3)ncnc21)NCc1ccc2c(c1)OCO2 | -12 | 0 | 14 | 27* | 12 | 0 | 0
Cc1ccc(NS(=O)(=O)c2c(C(=O)N3CCCC3)c(C)n(C)c2C)cc1 | 4 | 2 | x | 0 | 1 | -5 | -2
CCCn1c(C)nc2c(c1=O)c1nc3ccccc3nc1n2-c1ccccc1 | 4 | -2 | -13 | -4 | 2 | -1 | -3
C[C@H](CO)N1C[C@H](C)[C@@H](CN(C)C(=O)C2CCOCC2)Oc2ncc(-c3cccnc3)cc2C1=O | 0 | 0 | -23 | x | 14 | x | -6
COc1cccc(-n2c(-c3ccccc3)c[nH]c2=S)c1 | 4 | -12 | 1 | -5 | -2 | 1 | x
COc1ccc(OCC(=O)NC2CCCN(Cc3ccc(Cl)cc3)C2)cc1 (stereo not given) | 17 | 1 | x | 0 | 9 | 10 | 7
C[C@H](CO)N1C[C@H](C)[C@H](CN(C)CC2CC2)Oc2c(NC(=O)c3ccncc3)cccc2C1=O | 0 | 2 | 8 | -1 | u | -11 | -6
C[C@@H]1CN([C@@H](C)CO)C(=O)c2cc(NC(=O)NC3CCCCC3)ccc2O[C@H]1CN(C)C | 13 | -2 | -1 | 3 | -1 | -2 | 1
Cc1ccc(NC(=S)N2CCCC2)cc1 | 4 | 4 | -9 | 1 | -4 | -43 | 1
Cc1ccc(Sc2sc(=O)n(C)c2S(=O)(=O)c2ccc(C)cc2)cc1 | x | -2 | 9 | -3 | -4 | -24 | -9
C[C@@H]1CCCCO[C@@H](CN(C)C(=O)c2ccccc2)[C@@H](C)CN([C@H](C)CO)C(=O)c2cc(NS(=O)(=O)c3ccccc3)ccc2O1 | -1 | 2 | -14 | -7 | 0 | -3 | -3
O=C(NCC(O)c1ccc([N+](=O)[O-])cc1)C1=COCCO1 (stereo not given) | 10 | -3 | 2 | 0 | -2 | 2 | x
CCOCCn1c(SCCc2ccccc2)nc2c1c(=O)[nH]c(=O)n2C | -9 | 0 | -3 | 1 | 17 | -1 | -4
CC1(C(=O)NS(=O)(=O)C2CC2)CCCN(C(=O)c2ccccc2OC(F)(F)F)C1 (stereo not given) | -7 | 5 | -4 | x | 16 | 5 | x
C[C@@H]1CCCCO[C@H](CN(C)C(=O)CCC(F)(F)F)[C@@H](C)CN([C@H](C)CO)C(=O)c2cc(NC(=O)CCCCCC(=O)Nc3ccccc3N)ccc2O1 | 3 | x | -9 | x | -3 | -23 | -14
O=C(Cc1cccs1)NNC(=O)C12CC3CC(CC(C3)C1)C2 | 0 | -1 | -8 | -3 | 8 | 5 | 2
CNC(=O)c1[nH]cnc1C(=O)NCC(=O)OCc1ccccc1 | 14 | -1 | -5 | -2 | -9 | -9 | 0
CCN(c1ccc(OC)cc1)S(=O)(=O)c1nnc(NC(=O)C(C)C)s1 | -1 | x | 4 | 3 | -2 | 11 | 28

(next part)
SMILES | LGR2 inh | CASP6 VEID inh | EWS-Fli inh | SIRT5 inh | DENV2 CPE | PAX8 reporter | ARNT TACC3 PPI
COCCN(CC(=O)Nc1cccc(C)c1C)C(=O)c1oc2ccccc2c1C | 8 | 2 | -4 | -4 | -3 | 6 | -8
CC(C)Cc1ccc(CN2CCCC(NC(=O)CCN3CCCO3)C2)cc1 (stereo not given) | 12 | -10 | x | -1 | u | -6 | 10
COc1ccc(CCCc2nnc(SCC(=O)NN)o2)cc1 | -32 | 0 | 13 | 4 | u | 10 | -7
O=C(CN1C(=O)C2CC=CCC2C1=O)Nc1nc2ccccc2s1 (stereo not given) | -11 | 5 | -2 | 1 | 9 | 4 | 2
CC(=O)NC(c1ccco1)c1cc(Cl)c2ccc(Cl)nc2c1O (stereo not given) | 22 | x | 7 | x | u | 16 | 2
CCc1[nH]c(=O)c(C#N)c2c1CSC(C)(C)C2 | -5 | 12 | 0 | -2 | 0 | x | -1

Filtered by structure, the compounds so far containing an NH in an aromatic ring
SMILES | LGR2 inh | CASP6 VEID inh | EWS-Fli inh | SIRT5 inh | DENV2 CPE | PAX8 reporter | ARNT TACC3 PPI
Cc1ccc(S(=O)(=O)N(C)c2ccc(C(=O)N(C)Cc3nc4ccccc4c(=O)[nH]3)cc2)cc1 | -1 | 5 | 3 | 0 | 4 | 11 | -16
COc1cccc(-n2c(-c3ccccc3)c[nH]c2=S)c1 | 4 | -12 | 1 | -5 | -2 | 1 | x
CCOCCn1c(SCCc2ccccc2)nc2c1c(=O)[nH]c(=O)n2C | -9 | 0 | -3 | 1 | 17 | -1 | -4
CNC(=O)c1[nH]cnc1C(=O)NCC(=O)OCc1ccccc1 | 14 | -1 | -5 | -2 | -9 | -9 | 0
CCc1[nH]c(=O)c(C#N)c2c1CSC(C)(C)C2 | -5 | 12 | 0 | -2 | 0 | x | -1
